# Screening data: PubChem, several laboratories
# LANA DNA inh: inhibitors of KSHV C-LANA binding to DNA, primary screen, biochemical, fluorescence polarization, FAM-LBS DNA, MBP-C-LANA, single point. Kaposi's sarcoma herpesvirus LANA C-terminal domain (residues 932-1162) DNA binding. inhibition, % at 9 µM. 0.078% of 340,000 active;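 active = highest replicate inhibition at or above 60% at 9 µM, even if other replicates fall short; inactive = all replicates below 60% inhibition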;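 also: 0% = neutral control wells and 100% = 4 µM acridine orange control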
# SR-BI uptake up: activators of SR-BI mediated DiI-HDL uptake, primary screen, ldlA[mSR-BI] CHO cells, DiI fluorescence; 3 h; 100 = double the neutral-control signal; activation, % at 12.5 µM; 0.096% of 320,000 active;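 active = mean replicate activation of at least 60% and every replicate at or above 60%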;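 also: 0% = median plate neutral-control signal and 100% = twice that signal; values of inactives mirror those of a sister screen read the other way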
#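 Assay system: LDL receptor-deficient CHO ldlA cells overexpressing murine SR-BI / Medium: BSA-supplemented, HEPES-buffered Ham's F12, pH 7.4 / Probe or stimulus: DiI-labelled HDL at 10 µg/mL final / Timing: compound with DiI-HDL co-incubation, 3 h at 37 °C / Technique: bottom-read cell fluorescence after medium removal, ex 550/em 595 nm / Measure: HDL uptake via cellular fluorescence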
# CAL PDZ FP-1: untagged CAL PDZ binding inhibitors, primary screen, biochemical, fluorescence polarization, HTS; Golgi-associated PDZ and coiled-coil motif-containing protein (Homo sapiens), Q9HD26; purified CAL PDZ, TMR-peptide fluorescence polarization, 1 h; inhibition, % at 24.9 µM; 0.92% of 300,000 active; AID 602252, 2012;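 active = mean inhibition of at least 30% with at least half of replicates also reaching 30%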;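 also: 0% = DMSO neutral control and 100% = excess unlabeled competitor peptide PRC23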
# PKA-R2B act: activators of PKA-R2B holoenzyme, primary screen, biochemical, fluorescence polarization, Cy5-IP20, human; cAMP-dependent protein kinase catalytic subunit beta (Homo sapiens) + cAMP-dependent …; PKA-R2B holoenzyme dissociation; R2B truncated from residue 108, S112A mutant; 0% DMSO only, 100% 113 µM cGMP; activation, % at 11.4 µM; 0.079% of 340,000 active; AID 504700, 2011;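 active = activation above a cutoff set at the mean over all compounds plus 3 SD, cut at about 18% in these data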;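 also: higher means more holoenzyme dissociation and a rise in polarization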
# Target sequence (P31323 whole entry, looked up, other chains not shown, the tested form may be a part): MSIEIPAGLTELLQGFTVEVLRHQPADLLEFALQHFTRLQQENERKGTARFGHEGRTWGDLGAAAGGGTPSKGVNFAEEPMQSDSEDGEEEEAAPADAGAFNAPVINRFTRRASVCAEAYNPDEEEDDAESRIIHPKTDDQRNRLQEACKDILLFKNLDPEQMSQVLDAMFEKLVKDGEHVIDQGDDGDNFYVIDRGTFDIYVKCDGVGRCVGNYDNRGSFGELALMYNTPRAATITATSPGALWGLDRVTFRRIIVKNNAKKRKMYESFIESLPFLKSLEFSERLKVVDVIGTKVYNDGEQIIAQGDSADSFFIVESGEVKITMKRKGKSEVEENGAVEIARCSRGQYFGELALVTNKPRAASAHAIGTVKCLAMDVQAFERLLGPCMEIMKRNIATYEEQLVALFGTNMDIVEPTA
# Rtt109 Vps75: inhibitors of C. albicans Rtt109/Vps75 HAT, primary screen, biochemical, ThioGlo CoA-SH fluorescence, plate reader. Histone acetyltransferase RTT109 (Candida albicans (strain SC5314 / ATCC MYA-2876)), …. purified Rtt109/Vps75, 4 h. inhibition, % at 34.9 µM. 0.16% of 330,000 active;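 active = inhibition of at least 50% in every replicate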
# Cardiac RTF inh: cardiac RTF calcium sensitivity inhibitors, primary screen, biochemical, IANBD-TnC fluorescence, EC70 calcium; Troponin I, cardiac muscle (Homo sapiens) + Troponin T, cardiac muscle (Homo sapiens) + …; IANBD-labeled cardiac RTF, Ca2+ fluorescence; inhibition, % at 7.15 µM; 0.12% of 340,000 active;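 active = inhibition above the mean inhibition of all tested compounds plus 3 SD, cut at about 17% in these data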;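 also: assay run at fixed EC70 calcium of 1.6 mM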
# CAL PDZ FP-2: CAL PDZ peptide-binding inhibitors, primary screen, biochemical, fluorescence polarization, Cer-tagged CAL PDZ, HTS | AID 504414, 2011 | Golgi-associated PDZ and coiled-coil motif-containing protein (Homo sapiens), Q9HD26 | purified CAL PDZ, TMR-peptide fluorescence polarization, 1 h | inhibition, % at 20 µM | 0.02% of 330,000 active;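 active = highest replicate inhibition of at least 40%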;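 also: plate controls were DMSO neutral control wells for no effect and unlabeled competitor peptide control wells for full effect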
#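 Material: tagged CAL PDZ domain; buffer or medium: 25 mM sodium phosphate pH 7.4, 150 mM NaCl, TCEP, IgG, Thesit; compound dosing: single point, 20 µM; schedule: 1 h incubation at room temperature before polarization reading; measured by: FP readout, S and P plane fluorescence; read-out basis: percent inhibition from loss of millipolarization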
# Keap1 Nrf2 FP: Keap1-Nrf2 protein-protein interaction inhibitors, primary screen, biochemical, fluorescence polarization, single point | Kelch-like ECH-associated protein 1 (Homo sapiens), Q14145 | inhibition, % at 9.4 µM | 0.15% of 340,000 active | Keap1 Kelch-Nrf2 peptide fluorescence polarization, 1536-well; in the data active = inhibition above about 12%;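 also: human Keap1 Kelch domain with fluorescein labeled Nrf2 9mer peptide probe; 0% = neutral control wells and 100% = peptide positive control; higher means more block of Keap1 binding to Nrf2 peptide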
# DAGLB inh: DAGLB lipase inhibitors, primary screen, biochemical, fluorescence, HTS | HEK293T DAGLB membrane lysate, EnzChek fluorogenic substrate | inhibition, % at 5.17 µM | Diacylglycerol lipase-beta (Homo sapiens), Q8NCG7 | 0.059% of 340,000 active; in the data active = inhibition above about 34%;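 also: 0% = enzyme with vehicle and 100% = wells lacking enzyme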
# Target sequence (Q8NCG7 whole entry, looked up): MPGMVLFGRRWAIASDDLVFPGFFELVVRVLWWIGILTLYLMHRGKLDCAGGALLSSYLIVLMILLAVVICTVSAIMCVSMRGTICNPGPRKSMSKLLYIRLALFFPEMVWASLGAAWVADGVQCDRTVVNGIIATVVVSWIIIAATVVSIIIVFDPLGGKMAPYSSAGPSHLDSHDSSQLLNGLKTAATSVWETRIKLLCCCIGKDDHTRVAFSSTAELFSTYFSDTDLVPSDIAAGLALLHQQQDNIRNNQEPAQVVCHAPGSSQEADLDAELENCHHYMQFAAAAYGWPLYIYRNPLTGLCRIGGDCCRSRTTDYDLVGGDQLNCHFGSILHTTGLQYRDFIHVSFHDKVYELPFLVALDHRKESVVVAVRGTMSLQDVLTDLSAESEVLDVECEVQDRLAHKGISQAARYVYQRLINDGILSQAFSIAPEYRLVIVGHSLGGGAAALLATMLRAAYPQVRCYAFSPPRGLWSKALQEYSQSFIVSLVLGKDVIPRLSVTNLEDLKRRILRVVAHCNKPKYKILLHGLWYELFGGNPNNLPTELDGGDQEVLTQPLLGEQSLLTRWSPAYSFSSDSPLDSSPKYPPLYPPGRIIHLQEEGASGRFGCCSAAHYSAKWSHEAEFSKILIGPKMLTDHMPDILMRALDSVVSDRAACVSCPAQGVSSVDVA
# cardiac RTF act: cardiac RTF calcium sensitivity activators, primary screen, biochemical, IANBD-TnC fluorescence, EC20 calcium. Troponin I, cardiac muscle (Homo sapiens) + Troponin T, cardiac muscle (Homo sapiens) + …. IANBD-labeled TnC RTF fluorescence at EC20 calcium; 0% EC20 calcium, 100% full calcium. activation, % at 7.2 µM. 0.24% of 340,000 active;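 active = activation above the mean over all tested compounds plus 3 SD, cut at about 30% in these data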;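 also: rise in fluorescence read as greater calcium sensitivity of cardiac thin filaments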
# * marks the source's active call; other numbers are inactive results; i = inactive; . = not tested or not shown.
item	molecule	LANA DNA inh	SR-BI uptake up	CAL PDZ FP-1	PKA-R2B act	Rtt109 Vps75
1	O=C(NCc1cccnc1)C1CCN(S(=O)(=O)N2CCC3(CC2)OCCO3)CC1	2.9	11	-3	3	-10
2	CCCCCCCSc1nc(N)cc(=O)[nH]1	2.6	33	-2	-2	-6
3	CCCCSc1nnc(CCC)n1N	0.2	33	-1	-11	.
4	CCOC(=O)CN1N=C(/C=C/c2ccc(C)cc2)CCC1=O	0.2	27	-2	3	-6
5	CC(C)NC(=O)N(C)C[C@H]1Oc2ccc(NC(=O)CCC(F)(F)F)cc2C(=O)N([C@H](C)CO)C[C@@H]1C	0.6	10	6	-6	-3
6	CCOC(=O)c1cc2c(=O)n3cccc(C)c3nc2n(CCOC)c1=NC(C)=O	-0.8	5	0	.	i
7	CCCCn1nc(C(=O)NCC(=O)Nc2c(C)cccc2C)c2ccccc2c1=O	-1.0	-44	.	1	6
8	C=CC(=O)N1c2ccccc2Sc2ccc(NC(=O)OCC)cc21	0.4	.	1	-3	4
9	Cc1cc(NC(=O)C(C)C)ncc1NC(=O)c1ccccn1	-3.5	26	-5	12	0
10	NS(=O)(=O)c1cc(C(=O)NC2CCSc3ccccc32)ccc1Cl (stereo unspecified)	90*	-5	-7	-2	12
11	O=C(N/N=C/c1cccc2ccccc12)c1ccncc1	-1.9	-22	.	-4	-2
12	COC(=O)c1ccc(N2NC(=O)/C(=C/c3ccc(-c4ccc(Cl)c(C(=O)O)c4)o3)C2=O)cc1	31	6	-8	-4	-5
13	O=C(CSc1ccc(-c2ccco2)nn1)N1CCCC1	-1.1	.	9	5	-15
14	CCCN(CC(=O)Nc1ccc(F)c(F)c1F)CC(=O)Nc1c(C)n(C)n(-c2ccccc2)c1=O	0.1	-14	8	-6	3
15	COc1cccc(C2C(C(C)=O)=C(O)C(=O)N2CCc2c[nH]c3ccccc23)c1 (stereo unspecified)	0.7	7	-1	-13	-4

item	Cardiac RTF inh	CAL PDZ FP-2	Keap1 Nrf2 FP	DAGLB inh	cardiac RTF act
1	0	-2.0	-4	-2	7
2	-13	0.0	-2	1	5
3	-5	-0.8	-4	1	-4
4	-3	-0.7	-5	-8	1
5	-4	-0.8	-3	-1	7
6	.	-1.6	4	.	.
7	-2	0.4	-4	0	1
8	3	-1.7	0	12	-4
9	-20	-0.7	-2	1	-1
10	31*	-0.9	20*	9	-53
11	2	-2.5	-5	-1	7
12	9	.	2	10	-7
13	-8	-0.7	-1	1	-1
14	-10	-0.5	5	2	1
15	-1	-1.7	-2	7	3

# Quoted from the listing (five entries):
item	molecule	LANA DNA inh	SR-BI uptake up	CAL PDZ FP-1	PKA-R2B act	Rtt109 Vps75
5	CC(C)NC(=O)N(C)C[C@H]1Oc2ccc(NC(=O)CCC(F)(F)F)cc2C(=O)N([C@H](C)CO)C[C@@H]1C	0.6	10	6	-6	-3
6	CCOC(=O)c1cc2c(=O)n3cccc(C)c3nc2n(CCOC)c1=NC(C)=O	-0.8	5	0	.	i
7	CCCCn1nc(C(=O)NCC(=O)Nc2c(C)cccc2C)c2ccccc2c1=O	-1.0	-44	.	1	6
8	C=CC(=O)N1c2ccccc2Sc2ccc(NC(=O)OCC)cc21	0.4	.	1	-3	4
9	Cc1cc(NC(=O)C(C)C)ncc1NC(=O)c1ccccn1	-3.5	26	-5	12	0

item	Cardiac RTF inh	CAL PDZ FP-2	Keap1 Nrf2 FP	DAGLB inh	cardiac RTF act
5	-4	-0.8	-3	-1	7
6	.	-1.6	4	.	.
7	-2	0.4	-4	0	1
8	3	-1.7	0	12	-4
9	-20	-0.7	-2	1	-1

# Other entries follow:
item	molecule	LANA DNA inh	SR-BI uptake up	CAL PDZ FP-1	PKA-R2B act	Rtt109 Vps75
16	COc1cc2c(cc1OC)C(c1ccccc1F)OC(=O)C2 (stereo unspecified)	-0.9	46	-3	-3	-1
17	CC(=O)c1ccc(N2CCN(C(=O)CN(C)S(=O)(=O)c3cnc[nH]3)CC2)cc1	-0.6	23	.	5	6
18	COc1ccc(C(CNC(=O)Cc2ccccc2F)N2CCCCC2)cc1 (stereo unspecified)	-0.4	3	-3	-12	-6
19	CCCCC(CCC(=O)O)(C(=O)OCC)c1csc(Nc2ccc(C)cc2)n1 (stereo unspecified)	1.5	15	-6	-7	-11
20	Cc1cc(C)c(C)c(S(=O)(=O)ON2C(=O)c3ccccc3C2=O)c1C	-0.4	24	1	2	-11
21	CSc1nc2ccc(NC(=O)c3ccc(Cl)s3)cc2s1	0.3	-44	.	-8	-13
22	COc1ccc(C(=O)n2nnc3ccccc32)cc1OC	-0.3	-11	-2	-10	-2
23	O=C(NCc1ccc(F)cc1)C1CCCN1C(=O)Nc1ccccc1 (stereo unspecified)	3.1	4	-6	-5	-1
24	Cc1ccc(NC(=O)C(C)N=C2NS(=O)(=O)c3ccccc32)cc1 (stereo unspecified)	-0.2	15	-1	-12	1
25	COc1ccccc1-c1nnc(NC(=O)c2ccccc2F)o1	1.5	-7	.	0	-5
26	COc1ccc(OCC(O)Cn2c(Br)nc3c2c(=O)[nH]c(=O)n3C)cc1 (stereo unspecified)	0.4	-9	-4	-13	-22
27	O=C(NCc1ccccn1)C(=O)NCC(c1ccco1)N1CCN(c2ccc(F)cc2)CC1 (stereo unspecified)	-1.5	.	-2	-4	-4
28	Cc1cccc(C(=O)NCCN2CCCC2)c1	0.5	10	.	0	3
29	O=C(CN1C(=O)c2ccccc2S1(=O)=O)NC1CCCC1	-0.2	12	-2	-5	-7
30	CC(C)OC(=O)CSc1nnc(Cc2ccccc2)n1C	2.2	1	.	2	23

item	Cardiac RTF inh	CAL PDZ FP-2	Keap1 Nrf2 FP	DAGLB inh	cardiac RTF act
16	-45	-1.8	-4	1	2
17	-6	-0.6	3	-4	-10
18	-9	-0.8	-6	1	1
19	5	.	1	4	-2
20	-1	7.9	0	3	2
21	-2	-2.4	-3	-5	3
22	-17	0.1	-16	-3	6
23	-1	-0.3	-1	0	-5
24	-6	0.6	-4	1	-5
25	-8	-2.1	0	1	0
26	4	-1.0	0	-2	2
27	5	-1.8	-4	-3	1
28	3	0.2	-3	3	-2
29	-2	-3.6	-10	-2	-1
30	-10	-1.2	3	0	-1

# Next entries
item	molecule	LANA DNA inh	SR-BI uptake up	CAL PDZ FP-1	PKA-R2B act	Rtt109 Vps75
31	CC(C)c1ccc(NC(=S)NN2CCN(C)CC2)cc1	0.2	0	3	7	-2
32	COc1ccc(-c2coc3cc(O)ccc3c2=O)cc1	-1.6	-9	-3	-4	-3
33	CCc1cccc(CC)c1N(COC)C(=O)Cn1c(CO)nc2ccccc21	2.4	15	-3	-1	1
34	O=C(NCCc1ccccc1)c1cccc(NC(=O)c2ccccc2)c1	-1.0	-10	-3	-1	-13
35	Cc1cc(C)nc(NC(=O)c2ccc(Cl)c(Cl)c2)n1	0.2	0	-2	-4	9
36	NNC(=O)c1ccc2[nH]c3c(c2c1)CCCC3	-1.3	-7	.	-3	2
37	O=c1c(-c2ccccc2)coc2c(CN3CCCC3)c(O)ccc12	1.3	33	.	-9	-34
38	CC(=O)NC(Cc1ccc(F)c(F)c1)C(=O)NC1CCN(C(=O)c2ccc(Cl)cc2)CC1 (stereo unspecified)	0.7	.	14	5	5
39	COc1ccc(C(=O)Nc2cc(-c3ccccc3)nn2-c2ccccc2F)cc1	1.3	-53	-1	0	-5
40	Nc1[nH]c(N=NC(=O)c2ccccc2O)c2ccccc12	3.9	1	-2	-2	17
41	COc1ccc(-n2nnnc2CNC(=O)C2CC(=O)N(c3ccc(Cl)cc3)C2)cc1 (stereo unspecified)	0.0	-12	-2	-14	15
42	O=C(c1n[nH]c(=O)c2ccccc12)N1CCN(c2ccccc2)CC1	2.0	10	-4	-1	-11
43	O=C(Nc1nccs1)C1CCCN1S(=O)(=O)c1ccc(F)cc1 (stereo unspecified)	-0.6	23	-1	2	2
44	CC(=O)c1ccc(NC(=O)CCNS(=O)(=O)c2cc(Br)cnc2N)cc1	-0.4	6	1	4	-2
45	Cc1oc2ccc(OS(C)(=O)=O)cc2c1C(=O)OC(C)C	0.6	-7	-3	-14	2

item	Cardiac RTF inh	CAL PDZ FP-2	Keap1 Nrf2 FP	DAGLB inh	cardiac RTF act
31	-6	-0.2	-3	1	9
32	-9	0.1	-7	1	6
33	-4	-1.5	3	2	5
34	7	-0.6	1	-3	-9
35	-1	0.2	0	1	16
36	3	-0.1	-3	-43	3
37	-5	0.9	-4	-1	2
38	3	-1.7	2	-2	-5
39	3	-1.3	1	-4	-9
40	2	0.0	0	-4	-2
41	-1	-1.3	-1	-4	-3
42	3	.	-2	3	-1
43	-2	-0.6	1	0	-2
44	2	-1.9	-2	-1	0
45	0	-0.3	-4	-3	1

# Other compounds
item	molecule	LANA DNA inh	SR-BI uptake up	CAL PDZ FP-1	PKA-R2B act	Rtt109 Vps75
46	CC(=O)Oc1ccccc1C(=O)Nc1ccccc1	-1.6	-8	-3	4	-8
47	Cc1ccn2cc(CNS(=O)(=O)c3ccc4ccccc4c3)nc2c1	-0.4	6	0	-4	0
48	O=C(Nc1ccc(Cl)cc1)C1CCCN(c2cnccn2)C1 (stereo unspecified)	-1.3	8	-3	11	-4
49	CC(=O)c1ccc2c(c1)CCN2	41	17	4	0	-3

item	Cardiac RTF inh	CAL PDZ FP-2	Keap1 Nrf2 FP	DAGLB inh	cardiac RTF act
46	-6	-0.3	-2	1	-5
47	-1	-2.2	2	-1	5
48	-13	-3.5	-3	1	6
49	-2	-0.2	-7	1	-4

# Outcome played no part in choosing rows. Share with any hit: about 1.6%.
